HT1080 cytotoxicity = cytotoxicity in HT1080 fibrosarcoma cells, cell-based, fluorescence readout (AID 620); one-dose cytotoxicity, % at 10 µM; EC50 in µM for titrated hits; HT1080 viability, fluorescence; higher % means a stronger effect; 0.42% of 87,000 active; in the data active = cytotoxicity above about 50%;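 note: cells exposed to compound overnight then 4 h with Alamar Blue; 0% = vehicle DMSO and 100% = killing control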
* hit, by the source's call.

SMILES	HT1080 cytotoxicity
Cc1ccc(-c2nnn(CC(=O)N(Cc3ccccc3F)C(C(=O)NC3CCCC3)c3ccncc3)n2)o1 (configuration not stated)	4.1%
CCN=C1SC(CC(=O)NCCc2ccc(OC)c(OC)c2)C(=O)N1CC (configuration not stated)	-6.4%
CC1=CCC2C(=O)N(CCc3c[nH]c4ccccc34)C(=O)C2C1 (configuration not stated)	-14.5%
CC1(C)Cc2c(c(N3CCOCC3)nc3sc4c(NCc5ccccc5)nnnc4c23)CS1	13.5%
CS(=O)(=O)N1CCc2cc(-c3csc(NC(=O)Cc4ccccc4)n3)ccc21	6.5%
C[C@@H](C(=O)N[C@@H](CO)Cc1ccccc1)[C@H]1C[C@]1(C)[C@H](NC(=O)OCc1ccccc1)c1ccccc1	-5.7%
CCCC(=O)C1=C(O)C(C(=O)OC)C(C)(C)CC1=Nc1ccc(N)cc1 (configuration not stated)	-1.2%
COc1cccc(/C=N/NC(N)=S)c1OS(=O)(=O)c1ccccc1	10.8%
CCOC(=O)C1CCN(S(=O)(=O)c2ccc(OC)c(OC)c2)CC1	1.7%
CC1=C(C(=O)OCc2ccccc2)C(c2ccccc2-c2ccccc2)NC(=O)N1CCCCCC(=O)O (configuration not stated)	-5.7%
CCCCc1ccc(CC2S/C(=C(\C#N)C(=O)N3CCOCC3)N(c3ccccc3)C2=O)cc1 (configuration not stated)	-12.2%
O=C(NCCc1c[nH]c2ccc(Cl)cc12)c1cccnc1	3.7%
Cc1ccn2cc(CSc3ccccc3N)nc2c1	0.8%
CS(=O)(=O)N1CCc2cc(-c3csc(NC(=O)C(c4ccccc4)c4ccccc4)n3)ccc21	20.8%
Cc1cc(CNC(=O)[C@H](C)[C@@H]2C[C@@]2(C)[C@@H](NC(=O)OCc2ccccc2)c2ccccc2)nn1C	10.4%
CCCCCNC(=O)c1ccccc1SC	23.6%
COc1ccc(OC)c(NC(=O)Cn2c(=O)n(CC(=O)NCc3ccco3)c(=O)c3ccccc32)c1	0.6%
Cc1ccc(-c2noc(CSc3nnc(Cc4ccccc4)n3-c3cccc(C)c3)n2)cc1	-13.7%
COCCCn1c(SCC(=O)Nc2ccccc2)nnc1-c1ccncc1	10.5%
O=C(NCCCN1CCC(Cc2ccccc2)CC1)C1CC(=O)N(C2CCCCCC2)C1 (configuration not stated)	-14.3%
Cn1c(CC(=O)Nc2ccc(Cl)c(Cl)c2)nnc1SCC(=O)Nc1nccs1	-2.4%
O=C(Nc1ccncc1)c1cc(F)cc(F)c1	-8.6%
c1ccc(-c2cn3c(n2)CCC3)cc1	-1.1%
CCc1nc(SCc2ccc(F)cc2)[nH]c(=O)c1C#N	-4.1%
COC(=O)[C@H](Cc1ccccc1)NC(=O)[C@@]1(C)C[C@@H]1[C@@H](NC(=O)OCc1ccccc1)c1ccccc1	-7.7%
SMILES	HT1080 cytotoxicity
COc1ccc(Br)cc1S(=O)(=O)N1CCCC1	-3.1%
COc1ccc(NC(=O)CSc2nncn2C)cc1OC	-1.1%
Cc1ccc(-c2[nH]c3ccccc3c2C(C[N+](=O)[O-])c2ccco2)cc1 (configuration not stated)	-6.7%
Cc1ccc(S(=O)(=O)NC(=O)NCc2ccc(Cl)cc2)cc1	1.3%
CCOC(=O)C(NCc1ccccc1)(NC(=O)c1ccccc1)C(F)(F)F (configuration not stated)	-7.5%
COc1ccc(S(=O)(=O)n2ccc(C)n2)cc1C	20.0%
CCC(=O)N1CCN(c2ccc(Cl)cc2NC(=O)Cc2ccc(Cl)cc2)CC1	-8.8%
CCOc1ccc(CNCc2cccnc2)cc1	3.5%
CCOc1ccc(C(=O)NCC2OCCc3ccccc32)cc1 (configuration not stated)	5.6%
CCCC(c1nnnn1CCOC)N(Cc1cc2cc(C)c(C)cc2[nH]c1=O)CC1CCCO1 (configuration not stated)	-12.1%
N#Cc1c(N)nc(SCC(=O)C23CC4CC(CC(C4)C2)C3)c(C#N)c1-c1ccc(Cl)cc1	-8.0%
Cc1c(NC(=O)C(C)Sc2ccc3ccccc3n2)c(=O)n(-c2ccccc2)n1C (configuration not stated)	-1.8%
Cc1ccc(Cl)c(OCC(=O)NCc2ccco2)c1	5.1%
Cc1cc(C)c(Cn2c(=O)n(CCCC(=O)NCc3ccco3)c(=O)c3sccc32)c(C)c1	-3.5%
CC(C)OCCCNCc1cccs1	3.7%
CCOC(=O)c1c(NC(=O)CC(C)C)sc(C(C)=O)c1C	-2.4%
CC(C)NC(=O)c1ccc2c(=O)n(Cc3ccco3)c(=S)[nH]c2c1	-2.0%
CC12CCC(C(=O)N3CCCCCC3)(OC1=O)C2(C)C (configuration not stated)	-9.3%
CCc1c(C(=O)Nc2cc(C)cc(C)c2)[nH]c(C)c1C(C)=O	-3.2%
CCc1nc(SCC(=O)c2ccc(Cl)s2)c2oc3ccccc3c2n1	-16.3%
O=c1[nH]nc(Cc2ccc(Cl)cc2)c2ccccc12	2.6%
Cc1c(NC(=O)C2CCN(S(=O)(=O)c3ccc(Cl)cc3)CC2)c(=O)n(-c2ccccc2)n1C	-8.2%
CC(c1ccccn1)N(CCN(C)C)C(=S)Nc1cccc(F)c1 (configuration not stated)	-11.3%
Cc1noc(C)c1S(=O)(=O)N1CCC(C(=O)NC2CCN(Cc3ccccc3)CC2)CC1	-0.6%
Cc1cc(Cl)c(S(=O)(=O)NCC2CCCO2)cc1OCC(=O)NC1CCCCC1 (configuration not stated)	0.5%
SMILES	HT1080 cytotoxicity
COc1ccc(OC)c(S(=O)(=O)N2CCC(C(=O)NCCc3ccccc3)CC2)c1	-5.4%
CC1=NN(c2cccc(Cl)c2)C(=O)C12CC(C)=C(C)CS2 (configuration not stated)	-9.8%
CCC1=C2CC[C@H]3C(=O)N(CC)C(=O)[C@H]3[C@H]2[C@@]2(Cc3ccccc3)C(=NCc3ccccc3)OC(=O)N2C1=O	5.5%
Cc1ccc(C(=O)C(C(=O)/C=C/c2ccccc2)=C2SCCCS2)cc1	14.4%
CN(C(=O)CCN1C(=O)c2ccccc2C1=O)C1CCCCC1	-1.3%
COc1ccc(C(=O)Nc2ccc(S(=O)(=O)Nc3nccc(C)n3)cc2)cc1OC	8.5%
Cc1ccc(-n2c(O)c(C=NC3CCS(=O)(=O)C3)c3ccccc3c2=O)cc1 (configuration not stated)	-7.6%
COc1ccc(OC)c(/C(O)=C/C(=O)C(=O)Nc2ccccc2OC)c1	33.5%
CC(C)NC1CS(=O)(=O)CC1O (configuration not stated)	15.0%
O=C(CSc1ncn[nH]1)Nc1c(F)cc(F)cc1Br	-16.5%
Cc1onc(-c2ccccc2)c1C(=O)Nc1nc2c(s1)C(=O)CC(C)(C)C2	-5.9%
CC(=O)c1ccc(OCC(O)CN2CCN(CC(O)COc3ccc(C(C)=O)cc3)CC2)cc1 (configuration not stated)	13.1%
CCCn1c(NCCO)nc2ccccc21	-8.5%
COc1cccc(/C(O)=C2/C(=O)C(=O)N(Cc3cccnc3)C2c2ccco2)c1 (configuration not stated)	-6.2%
CC(C)(C)c1ccc(C(=O)NNC(=O)Cc2ccccc2)cc1	3.1%
O=C(c1cc2sccc2n1Cc1ccccc1)N1CCN(c2nc3ccccc3s2)CC1	8.2%
COc1ccc(-c2nnn(Cc3ccccc3F)n2)cc1	-16.7%
Cc1ccnc(N2CCCC(C(=O)NCc3cccs3)C2)n1 (configuration not stated)	3.2%
CCCCCC(=O)Nc1nnn(CCC)n1	-12.6%
Cc1nn(Cc2ccccc2Cl)c2sc(C(=O)NCc3ccc4c(c3)OCO4)cc12	5.1%
COC(=O)[C@@]1(Cc2ccccc2)[C@H]2c3cc(C(=O)N4CCCC4)n(Cc4nc5ccccc5[nH]4)c3C[C@H]2CN1C(=O)c1ccccc1	-23.8%
COC(=O)Nc1ncc(CN2CCC(c3ccccc3)CC2)s1	-3.2%
CCN(CC)S(=O)(=O)c1ccc(S(=O)(=O)N(CC(=O)Nc2ccccc2)CC2CCCO2)cc1 (configuration not stated)	-4.0%
CCCNS(=O)(=O)c1ccc(OCC(=O)N2CCOCC2)cc1	-8.6%
CC1CN(CCCCOc2ccc(C(C)C)cc2)CC(C)O1 (configuration not stated)	5.3%
SMILES	HT1080 cytotoxicity
CCCCNC(=O)Cc1c(O)c2ccccc2[nH]c1=O	6.4%
O=C(Nc1cccnc1)C1CCCN(S(=O)(=O)c2ccccc2)C1 (configuration not stated)	-1.2%
Cc1ccc(OCCCC(=O)Nc2nccs2)cc1	6.2%
CC1CCC(C(=O)c2c(O)c3ccccc3oc2=O)CC1 (configuration not stated)	12.4%
COc1ccc(N2CCN(C(=O)CN(c3ccccc3)S(=O)(=O)c3ccc(OC)cc3)CC2)cc1	-5.3%
Cc1cc(S(=O)(=O)Nc2ccc(N(C)C)cc2)c(C)s1	0.9%
COc1ccc(Nc2nc(N)nc(COc3ccc(OC)cc3)n2)cc1	-6.2%
CC(NC(=O)COc1ccc(Oc2ccccc2)cc1)C(=O)O (configuration not stated)	7.3%
C[C@H](NC(=O)c1ccco1)C(=O)Nc1ccc(S(=O)(=O)N2CCCC2)cc1	2.0%
O=C(Cc1sc(-c2ccccc2Cl)nc1-c1ccccc1)Nc1ccccc1	-1.6%
COC(=O)c1c(C(=O)OC)c(-c2cccc(C)c2)n2c1CS(=O)(=O)C2	6.6%
CCCSc1nc(NCc2ccco2)c2c3c(sc2n1)COC(C)(C)C3	-9.4%
COCCSc1ccccc1C(=O)NCc1ccc(S(N)(=O)=O)cc1	-0.2%
Clc1ccc(C2[C@H]3CN(Cc4cccnc4)[C@H](c4ccccc4)C34CC2(c2ccccc2)C4)cn1 (some centres not stated)	0.5%
O=C(c1c(F)cccc1F)N1CCN(c2ncccn2)CC1	-21.5%
CC(=O)c1c(C)[nH]c(C(=O)N2CCN(c3cc(Cl)ccc3C)CC2)c1C	-3.4%
C=CCOc1ccc(C2C(C(=O)c3cccs3)=C(O)C(=O)N2c2nnc(C)s2)cc1 (configuration not stated)	-10.4%
O=C(Nc1ccccc1)Nc1nnc(-c2ccccc2)o1	7.3%
CC12CC(c3ccccc3O1)N(C(=O)c1ccc(Br)o1)C(=O)N2c1ccccc1 (configuration not stated)	-1.2%
Cc1sc(NC(=O)CSc2nnc(C(C)C)n2C)c(C#N)c1C	-6.4%
CCCCOc1ccc(Nc2nc(C)cc(C)c2C#N)cc1	-1.8%
Cc1ccnc(NS(=O)(=O)c2ccc(NC(=O)c3c(-c4ccccc4Cl)noc3C)cc2)n1	-3.2%
Cc1cc(Cl)ccc1OCC(=O)NCc1ccncc1	1.7%
Cc1ccc(Cn2cccc(NC(=O)NC3CCCCC3)c2=O)cc1	1.4%
Cc1cc(C)c(NC(=O)C2CCCN2C)c(C)c1 (configuration not stated)	-10.4%
SMILES	HT1080 cytotoxicity
CC1Cc2ccccc2N1C(=O)Cn1c(=O)cc(O)c2ccccc21 (configuration not stated)	-4.6%
COc1ccc(C2C(C(=O)O)CCC(=O)N2c2ccc(OC)cc2)cc1 (configuration not stated)	-2.2%
CCCOc1c(OC)cc(Cl)cc1C1NC(=O)NC(C)=C1C(=O)NCc1ccccc1 (configuration not stated)	-1.1%
COc1ccc(NC(=O)CCN2C(=O)c3ccccc3S2(=O)=O)cc1	9.6%
CCOC(=O)C1=C(C)NC(=O)NC1c1cccc(OC)c1OCc1ccccc1Cl (configuration not stated)	-22.7%
OCCN1CCN(CC(O)COc2ccc(-c3ccccc3)cc2)CC1 (configuration not stated)	-6.5%
CCOC(=O)C1=C(C)Nc2ncnn2C1c1cccnc1 (configuration not stated)	-11.2%
Cc1cccc(C(=O)CC(=O)c2cc(Cl)ccc2O)c1	21.0%
O=C(CSc1nc2c(sc3ccccc32)c(=O)n1CCc1ccccc1)NCc1ccco1	5.1%
COCC1C2CC[C@H]3C(OCc4ccc(F)cc4C(F)(F)F)OC[C@]4(C)[C@H]3C2=C(CN4C(=O)OC(C)(C)C)[C@H](C)C1COC (some centres not stated)	1.8%
O=C(Nc1ccc(CN2CCOCC2)cc1)c1ccc(-c2cc(Cl)ccc2Cl)o1	-1.0%
COc1ccccc1NC(=O)c1nnn(Cc2ccccc2)c1NC(=O)C(F)(F)F	-12.4%
COC(=O)c1ccc(C(NC(=O)OCc2ccccc2)/C(C)=C/[C@@H](C)C(=O)NC2CCCCC2)cc1 (some centres not stated)	-23.6%
CC(=O)c1cc(C#N)c(SCc2ccccc2C#N)nc1C	6.2%
CC(C)NC(=O)c1ccc(CNC(=O)OCC(F)(F)F)cc1	-0.9%
CCCCN1C(=O)C(O)=C(C(C)=O)C1c1ccccc1 (configuration not stated)	-14.0%

In the list so far, 13 have a furan ring, fused or not:
SMILES	HT1080 cytotoxicity
Cc1ccc(-c2nnn(CC(=O)N(Cc3ccccc3F)C(C(=O)NC3CCCC3)c3ccncc3)n2)o1 (configuration not stated)	4.1%
COc1ccc(OC)c(NC(=O)Cn2c(=O)n(CC(=O)NCc3ccco3)c(=O)c3ccccc32)c1	0.6%
Cc1ccc(-c2[nH]c3ccccc3c2C(C[N+](=O)[O-])c2ccco2)cc1 (configuration not stated)	-6.7%
Cc1ccc(Cl)c(OCC(=O)NCc2ccco2)c1	5.1%
Cc1cc(C)c(Cn2c(=O)n(CCCC(=O)NCc3ccco3)c(=O)c3sccc32)c(C)c1	-3.5%
CC(C)NC(=O)c1ccc2c(=O)n(Cc3ccco3)c(=S)[nH]c2c1	-2.0%
CCc1nc(SCC(=O)c2ccc(Cl)s2)c2oc3ccccc3c2n1	-16.3%
COc1cccc(/C(O)=C2/C(=O)C(=O)N(Cc3cccnc3)C2c2ccco2)c1 (configuration not stated)	-6.2%
C[C@H](NC(=O)c1ccco1)C(=O)Nc1ccc(S(=O)(=O)N2CCCC2)cc1	2.0%
CCCSc1nc(NCc2ccco2)c2c3c(sc2n1)COC(C)(C)C3	-9.4%
CC12CC(c3ccccc3O1)N(C(=O)c1ccc(Br)o1)C(=O)N2c1ccccc1 (configuration not stated)	-1.2%
O=C(CSc1nc2c(sc3ccccc32)c(=O)n1CCc1ccccc1)NCc1ccco1	5.1%
O=C(Nc1ccc(CN2CCOCC2)cc1)c1ccc(-c2cc(Cl)ccc2Cl)o1	-1.0%

Compound activity from PubChem.

A portion of the library; rates above refer to the full screens.
